SW480 rereplic: A quantitative high throughput screen for small molecules that induce DNA re-replication in SW480 colon adenocarcinoma cells; SW480 DNA re-replication, Hoechst DNA content imaging, 48 h; Potency, µM (doses to about 46.1 µM), for the others: at the highest dose re-replication activation, hits mostly activators; actives 1.8% (n = 340,000); note: % of control where 0% means no effect; nearly all actives have a fitted effect of over 55% in size
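Readout is total intensity of Hoechst-stained nuclei, excited at 405 nm and collected at 500-530 nm. Compound treatment lasted 48 hr at 37 C in 5% CO2 before staining.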
HEK293 tox: qHTS of GLP-1 Receptor Inverse Agonists: Cytotox Screen; AID 624418, 2012; actives 0.13% (n = 410,000); Potency, µM (top dose mostly 38.3 µM), without a hit: at the top dose activity change, negative = inhibition, actives largely listed as inhibitors; HEK293 cAMP-luciferase reporter cells, luminescence, 24 h;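 note: loss of luciferase light is scored as toxicity; % is set by controls: 0 for no effect and ±100 for the full control effect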
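To flag toxic compounds, the library was rerun on cells for 24 hr at 37 deg C and 5% CO2. Viability-linked luminescence was captured 12 min after adding luciferase detection reagent.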
HT1080NT lethal: qHTS for induction of synthetic lethality in tumor cells producing 2HG: qHTS for the HT-1080-NT fibrosarcoma cell line | actives 1.6% (n = 360,000) | HT-1080-NT fibrosarcoma viability, CellTiter-Glo ATP luminescence, 48 h | Potency, µM (top dose mostly 46.1 µM), without a hit: top-dose activity, negative = less viability, most hits filed as cytotoxic;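 note: NT is the 2HG producing partner of a matched IDH1 knockdown line; 0% = DMSO-treated cells and -100% = media-only wells without cells; nearly all actives have a fitted effect of over 55% in size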
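HT-1080-NT; 750 cells/well; 5% FBS RPMI; 48 h compound, 37 degrees C; CellTiter-Glo luminescence; curve fitting and curve-class assignment.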
GLP1R inv ag: qHTS of GLP-1 Receptor Inverse Agonists (Inhibition Mode); Glucagon-like peptide 1 receptor (Homo sapiens), P43220; HEK293 GLP-1R CRE-luciferase, luminescence, 24 h; GLP-1R form is constitutively active; Potency, µM (series often up to 38.3 µM), for inactives: at the top dose activity change, negative = inhibition, hits mostly inhibitors; actives 1.6% (n = 410,000); note: % is set by controls: 0 for no effect and ±100 for the full control effect; nearly all actives have a fitted effect of over 55% in size
Target sequence (P43220 whole entry, looked up): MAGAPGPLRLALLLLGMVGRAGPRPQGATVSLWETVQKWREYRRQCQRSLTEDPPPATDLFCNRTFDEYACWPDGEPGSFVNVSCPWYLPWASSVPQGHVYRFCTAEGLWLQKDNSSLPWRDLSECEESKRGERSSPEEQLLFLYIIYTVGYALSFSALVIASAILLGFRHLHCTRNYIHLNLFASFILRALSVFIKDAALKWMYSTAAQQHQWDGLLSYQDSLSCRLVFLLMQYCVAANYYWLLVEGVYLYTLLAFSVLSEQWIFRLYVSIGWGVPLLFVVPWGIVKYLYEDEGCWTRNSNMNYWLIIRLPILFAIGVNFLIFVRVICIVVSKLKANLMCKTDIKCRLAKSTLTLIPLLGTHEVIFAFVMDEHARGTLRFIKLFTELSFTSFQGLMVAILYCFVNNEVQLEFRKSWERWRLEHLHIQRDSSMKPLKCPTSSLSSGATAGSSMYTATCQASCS
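Assay principle: reduced luminescence from a cAMP-responsive reporter in HEK293 cells co-expressing a constitutively active GLP-1R. Conditions: 24 hr compound incubation, 37 deg C, 5% CO2.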
KB-3-1 tox: qHTS assay for MDR1-selective chemotherapeutics: Primary screen using the parental adenocarcinoma cell KB-3-1 | KB-3-1 viability, CellTiter-Glo ATP luminescence, 72 h | Potency, µM (series often up to 46.1 µM), for inactives: at the highest dose activity change, negative = cytotoxic, usual class: cytotoxic | actives 1.4% (n = 400,000); note: % is set by controls: 0 for no effect and ±100 for the full control effect; nearly all actives have a fitted effect of over 60% in size
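KB-3-1 parental drug-naive adenocarcinoma cells in DMEM/10% FBS, incubated 72 h at 37 C with pin-transferred compounds across a concentration series. Viability by CellTiter-Glo luminescence; concentration-response curves fitted after normalization.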
HT1080 IDH1KD tx: qHTS for induction of synthetic lethality in tumor cells producing 2HG: qHTS for the HT-1080-IDH1KD cell line; actives 2% (n = 360,000); Potency, µM (titrated, usually from 46.1 µM), inactives show at the highest dose activity, negative = toxicity, hits mostly cytotoxic; HT-1080 IDH1 knockdown viability, ATP luminescence, 48 h;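 note: 0% = DMSO wells and -100% = cell-free medium wells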
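% activity derives from luminescence (CellTiter-Glo), normalised to DMSO and no-cell wells. HT-1080-IDH1KD cells, 750/well, had 48 h compound exposure at 37 °C.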
KB-V1 MDR tox: qHTS assay for MDR1-selective chemotherapeutics: Primary screen using the drug-selected MDR subline cells KB-V1 | KB-V1 MDR cells viability, CellTiter-Glo, 72 h | Potency, µM (top dose mostly 46.1 µM), inactives show at the top dose activity change, negative = cytotoxicity, hits mostly cytotoxic | actives 3.4% (n = 400,000) | AID 1347076, 2019; note: % is set by controls: 0 for no effect and ±100 for the full control effect; nearly all actives have a fitted effect of over 60% in size
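Cytotoxicity toward P-gp-expressing KB-V1 cells was determined as loss of CellTiter-Glo luminescence after 72 h at 37 degrees C. Compounds were tested in quantitative HTS format across a concentration range, with curves fitted to normalized data.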
TDP-43 yeast inh: qHTS of TDP-43 Inhibitors. TDP-43 expressing yeast growth rescue, BacTiter-Glo, 24 h. Potency, µM (highest dose often 46.1 µM), for inactives: top-dose growth rescue (activation), usual class: activators. actives 1.8% (n = 410,000). AID 652104, 2013; note: % of control where 0% means no effect; nearly all actives have a fitted effect of over 50% in size
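Cell-based yeast growth screen: TDP-43 expression induced in galactose, inoculum OD600=0.02 after raffinose pregrowth to mid-log. Read-out BacTiter-Glo luminescence at 24 hr, 30 deg C; inhibition of toxicity seen as signal increase.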
GLP1R ag: qHTS of GLP-1 Receptor Agonists; Glucagon-like peptide 1 receptor (Homo sapiens), P43220; actives 0.007% (n = 380,000); HEK293 GLP-1R CRE-luciferase, luminescence, 4-6 h; cells express a hypersensitive GLP-1R form; Potency, µM (doses to about 45.6 µM), for inactives: at the top dose activation, usual class: activators; note: % of control where 0% means no effect
The depositor's hits bear a star; [ ] = dose if it differs, or a comment. Calls come from the whole dose curve; as a rule, active = well fitted curve in the direction sought with a large enough effect; inconclusive = small, poorly fitted or top-dose-only effect, or another doubt; inactive = no such curve, though single readings can be large; an effect the other way counts as inactive or inconclusive. Potency is the fitted concentration of half-maximal effect. Rows were taken by chance; overall some 9.4% were active at least once.

For NC(=O)c1nsc(C(=O)N(c2ccccc2)C(C(=O)NCc2ccc(F)cc2)c2ccc(O)cc2)c1N (stereo not given) the results were SW480 rereplic inconclusive, HEK293 tox -8%, HT1080NT lethal -23%, GLP1R inv ag inconclusive, KB-3-1 tox -2%, HT1080 IDH1KD tx -23%, KB-V1 MDR tox -7%, TDP-43 yeast inh -4% and GLP1R ag 13%.
`COC(=O)c1ccc(-c2nc3ccccc3[nH]2)cc1` gave HEK293 tox -7%, HT1080NT lethal inconclusive, GLP1R inv ag inconclusive, KB-3-1 tox inconclusive, HT1080 IDH1KD tx inconclusive, KB-V1 MDR tox 18µM*, TDP-43 yeast inh -27% and GLP1R ag -9%.
O=C(NC1CC1)c1scc2c1OCCO2 was read as SW480 rereplic -5%, HEK293 tox -7%, HT1080NT lethal 8%, GLP1R inv ag -9%, KB-3-1 tox -2%, HT1080 IDH1KD tx 13%, KB-V1 MDR tox 18%, TDP-43 yeast inh 10% and GLP1R ag -9%.
COc1cc(CNCC2CCCO2)ccc1OCC(N)=O (stereo not given) was read as SW480 rereplic 4%, HEK293 tox 13%, HT1080NT lethal 12%, GLP1R inv ag -2%, KB-3-1 tox inconclusive, HT1080 IDH1KD tx 1%, KB-V1 MDR tox inconclusive, TDP-43 yeast inh 15% and GLP1R ag -2%.
`CCC(Sc1nc2ccncc2[nH]1)C(=O)Nc1ccc(C)c(Cl)c1` (stereo not given) gave SW480 rereplic -12%, HEK293 tox -3%, HT1080NT lethal 10%, GLP1R inv ag -15%, KB-3-1 tox 2%, HT1080 IDH1KD tx 0%, KB-V1 MDR tox -1%, TDP-43 yeast inh 9% and GLP1R ag 5%.
For Cc1ccc(S(=O)(=O)N2CCN(C(=O)c3ccc(N4CCCC4)c([N+](=O)[O-])c3)CC2)cc1 the results were SW480 rereplic inconclusive, HEK293 tox 1%, HT1080NT lethal 0%, GLP1R inv ag 10%, KB-3-1 tox 0%, HT1080 IDH1KD tx 11%, KB-V1 MDR tox inconclusive, TDP-43 yeast inh 7% and GLP1R ag -7%.
Screening Cc1cccc(OCC(=O)Nc2cc(C)ccc2O)c1 returned SW480 rereplic -8%, HEK293 tox -7%, HT1080NT lethal -12%, GLP1R inv ag 21%, KB-3-1 tox -7%, HT1080 IDH1KD tx -12%, KB-V1 MDR tox -14%, TDP-43 yeast inh 28% and GLP1R ag 0%.
`Cn1ccc2c(N(c3ccccc3)C3CCCCC3)cc3c(c21)C1CCC3O1` (stereo not given) gave HEK293 tox -5%, HT1080NT lethal 14%, GLP1R inv ag 13%, KB-3-1 tox 0%, HT1080 IDH1KD tx 3%, KB-V1 MDR tox -12%, TDP-43 yeast inh inconclusive and GLP1R ag 4%.
For Cc1ccccc1NC(=O)CSc1nnc(C2CC2)n1CC1CCCO1 (stereo not given) the results were SW480 rereplic -6%, HEK293 tox 4%, HT1080NT lethal 23%, GLP1R inv ag 14%, KB-3-1 tox 5%, HT1080 IDH1KD tx 5%, KB-V1 MDR tox -15%, TDP-43 yeast inh -1% and GLP1R ag 1%.
`Cc1csc(NC(=O)CN2C(=O)COc3ccc(Cl)cc32)n1` gave SW480 rereplic 0%, HEK293 tox -20%, HT1080NT lethal 1%, GLP1R inv ag inconclusive, KB-3-1 tox -2%, HT1080 IDH1KD tx 2%, KB-V1 MDR tox -9%, TDP-43 yeast inh 4% and GLP1R ag -1%.
Screening CC(C)C1CC(CCNCc2ccc(N(C)C)cc2)(c2ccccc2)CCO1 (stereo not given) returned SW480 rereplic 23%, HEK293 tox inconclusive, HT1080NT lethal -7%, GLP1R inv ag 0%, KB-3-1 tox 21µM*, HT1080 IDH1KD tx inconclusive, KB-V1 MDR tox inconclusive, TDP-43 yeast inh -18% and GLP1R ag -4%.
`COc1cccc(CN2C(=NC(=O)C3CC3)SC3CS(=O)(=O)CC32)c1` (stereo not given) gave SW480 rereplic 14%, HEK293 tox -5%, HT1080NT lethal 0%, GLP1R inv ag 9%, KB-3-1 tox 20%, HT1080 IDH1KD tx -12%, KB-V1 MDR tox -1%, TDP-43 yeast inh 8% and GLP1R ag 5%.
For CCOc1ccc(CN(C)Cc2cc(=O)oc3cc(C)c(Cl)cc23)cc1 the results were SW480 rereplic 2%, HEK293 tox -14%, HT1080NT lethal 11%, GLP1R inv ag 16%, KB-3-1 tox -1%, HT1080 IDH1KD tx 14%, KB-V1 MDR tox -7%, TDP-43 yeast inh -10% and GLP1R ag 15%.
`COc1ccc(CNC(=O)C(=O)NCC2OCCN2S(=O)(=O)c2ccc3c(c2)OCCO3)cc1` (stereo not given) gave SW480 rereplic 0%, HEK293 tox 1%, HT1080NT lethal 3%, GLP1R inv ag 11%, KB-3-1 tox 11%, HT1080 IDH1KD tx -3%, KB-V1 MDR tox -7%, TDP-43 yeast inh -10% and GLP1R ag -2%.
Screening Cc1cc2oc(=O)cc(CN3CCCCC3)c2cc1C(C)C returned SW480 rereplic 1%, HEK293 tox 18%, HT1080NT lethal -27%, GLP1R inv ag inconclusive, KB-3-1 tox -9%, HT1080 IDH1KD tx -25%, KB-V1 MDR tox inconclusive, TDP-43 yeast inh -5% and GLP1R ag 0%.
CC1=CC(C)C2(CO)COC(c3cccnc3)C1C2C (stereo not given) was read as SW480 rereplic -4%, HEK293 tox 6%, HT1080NT lethal -4%, GLP1R inv ag 9%, KB-3-1 tox -3%, HT1080 IDH1KD tx 0%, KB-V1 MDR tox 0%, TDP-43 yeast inh -18% and GLP1R ag -5%.
For CCc1nc2cccnc2n1-c1ccc(CC(=O)Nc2c(C)cccc2C)cc1 the results were HEK293 tox 3%, GLP1R inv ag 13%, KB-3-1 tox 7%, KB-V1 MDR tox 7% and TDP-43 yeast inh 12%.
C=CCn1c(C)cc(C(=O)COc2ccc(S(=O)(=O)N3CCCC3)cc2[N+](=O)[O-])c1C was read as SW480 rereplic inconclusive, HEK293 tox 4%, HT1080NT lethal -2%, GLP1R inv ag inconclusive, KB-3-1 tox inconclusive, HT1080 IDH1KD tx 0%, KB-V1 MDR tox inconclusive, TDP-43 yeast inh 11% and GLP1R ag 9%.
COc1ccc(-c2csc(N(CCCN3CCOCC3)C(=O)c3ccco3)n2)cc1 was read as SW480 rereplic inconclusive, HEK293 tox 6%, HT1080NT lethal -22%, GLP1R inv ag -3%, KB-3-1 tox inconclusive, HT1080 IDH1KD tx -13%, KB-V1 MDR tox inconclusive, TDP-43 yeast inh -39%[inhibitor] and GLP1R ag -15%.
For CCOc1ccccc1/C=C(/NC(=O)c1ccccc1)C(=O)NCC(=O)O the results were SW480 rereplic -4%, HEK293 tox 8%, HT1080NT lethal 20%, GLP1R inv ag 18%, KB-3-1 tox 8%, HT1080 IDH1KD tx 20%, KB-V1 MDR tox inconclusive, TDP-43 yeast inh -3% and GLP1R ag 5%.

Gathered by group: the entries above containing an aryl thioether with sulfur outside any ring.
`CCC(Sc1nc2ccncc2[nH]1)C(=O)Nc1ccc(C)c(Cl)c1` (stereo not given) gave SW480 rereplic -12%, HEK293 tox -3%, HT1080NT lethal 10%, GLP1R inv ag -15%, KB-3-1 tox 2%, HT1080 IDH1KD tx 0%, KB-V1 MDR tox -1%, TDP-43 yeast inh 9% and GLP1R ag 5%.
For Cc1ccccc1NC(=O)CSc1nnc(C2CC2)n1CC1CCCO1 (stereo not given) the results were SW480 rereplic -6%, HEK293 tox 4%, HT1080NT lethal 23%, GLP1R inv ag 14%, KB-3-1 tox 5%, HT1080 IDH1KD tx 5%, KB-V1 MDR tox -15%, TDP-43 yeast inh -1% and GLP1R ag 1%.

Remaining list, next part:
CC(C)[C@H](NC(=O)[C@@H]1CSC2c3ccccc3C(=O)N21)C(=O)NC1CCCCC1 (stereo not given in full) was read as SW480 rereplic -8%, HEK293 tox 2%, HT1080NT lethal 26%, GLP1R inv ag inconclusive, KB-3-1 tox 4%, HT1080 IDH1KD tx 21%, KB-V1 MDR tox -18%, TDP-43 yeast inh -1% and GLP1R ag -2%.
For Cc1ccc[n+](CC(=O)Nc2cc(C(F)(F)F)ccc2Cl)c1 the results were SW480 rereplic -3%, HEK293 tox -3%, HT1080NT lethal -13%, GLP1R inv ag 0%, KB-3-1 tox -6%, HT1080 IDH1KD tx 2%[9.24 µM], KB-V1 MDR tox 9%, TDP-43 yeast inh -24% and GLP1R ag 0%.
Screening O=C1CN(C(=O)CCCc2c[nH]c3ccccc23)c2ccccc2N1 returned SW480 rereplic 0%, HEK293 tox 6%, HT1080NT lethal -16%, GLP1R inv ag -14%, KB-3-1 tox 0%, HT1080 IDH1KD tx -1%, KB-V1 MDR tox 1%, TDP-43 yeast inh 14% and GLP1R ag 1%.
CCOC(=O)C(=N/O)/C(C)=N/NC(=O)C(=O)Nc1ccc(Cl)cc1 was read as SW480 rereplic -18%, HEK293 tox 0%, HT1080NT lethal -26%, GLP1R inv ag -28%, KB-3-1 tox 7%, HT1080 IDH1KD tx -4%, KB-V1 MDR tox 10%, TDP-43 yeast inh 8% and GLP1R ag 0%.
`COc1ccc(/C=N/N=C2\SC(CC(=O)O)C(=O)N2c2ccccc2)cc1` (stereo not given) gave SW480 rereplic 1%, HEK293 tox 2%, HT1080NT lethal 22%, GLP1R inv ag 23%, KB-3-1 tox 5%, HT1080 IDH1KD tx 18%, KB-V1 MDR tox 11%, TDP-43 yeast inh 4% and GLP1R ag -5%.
